Assay outcomes as filed in PubChem.
SENP8 block-1 = blocks human SENP8 cleavage of Nedd8 substrate | Q96LD8 | recombinant SENP8, Nedd8 substrate fluorescence | inhibition, % at 20 µM | actives 0.64% (n = 360,000) | AID 602440; in the data active = inhibition mostly above about 40%, no sharp cut-off; inactive = mostly below about 27%
Apaf1 inhib = inhibitors of human Apaf-1 apoptosome | O14727 | reconstituted apoptosome caspase-3 activity, DEVD-Rh110 fluorescence | inhibition, % at 20 µM | actives 0.71% (n = 330,000) | AID 489030; active = inhibition of at least 40% at 20 µM;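 also: plate controls were DMSO wells for no effect and DEVD-CHO caspase inhibitor wells for full effect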
Target sequence (O14727 whole entry, looked up): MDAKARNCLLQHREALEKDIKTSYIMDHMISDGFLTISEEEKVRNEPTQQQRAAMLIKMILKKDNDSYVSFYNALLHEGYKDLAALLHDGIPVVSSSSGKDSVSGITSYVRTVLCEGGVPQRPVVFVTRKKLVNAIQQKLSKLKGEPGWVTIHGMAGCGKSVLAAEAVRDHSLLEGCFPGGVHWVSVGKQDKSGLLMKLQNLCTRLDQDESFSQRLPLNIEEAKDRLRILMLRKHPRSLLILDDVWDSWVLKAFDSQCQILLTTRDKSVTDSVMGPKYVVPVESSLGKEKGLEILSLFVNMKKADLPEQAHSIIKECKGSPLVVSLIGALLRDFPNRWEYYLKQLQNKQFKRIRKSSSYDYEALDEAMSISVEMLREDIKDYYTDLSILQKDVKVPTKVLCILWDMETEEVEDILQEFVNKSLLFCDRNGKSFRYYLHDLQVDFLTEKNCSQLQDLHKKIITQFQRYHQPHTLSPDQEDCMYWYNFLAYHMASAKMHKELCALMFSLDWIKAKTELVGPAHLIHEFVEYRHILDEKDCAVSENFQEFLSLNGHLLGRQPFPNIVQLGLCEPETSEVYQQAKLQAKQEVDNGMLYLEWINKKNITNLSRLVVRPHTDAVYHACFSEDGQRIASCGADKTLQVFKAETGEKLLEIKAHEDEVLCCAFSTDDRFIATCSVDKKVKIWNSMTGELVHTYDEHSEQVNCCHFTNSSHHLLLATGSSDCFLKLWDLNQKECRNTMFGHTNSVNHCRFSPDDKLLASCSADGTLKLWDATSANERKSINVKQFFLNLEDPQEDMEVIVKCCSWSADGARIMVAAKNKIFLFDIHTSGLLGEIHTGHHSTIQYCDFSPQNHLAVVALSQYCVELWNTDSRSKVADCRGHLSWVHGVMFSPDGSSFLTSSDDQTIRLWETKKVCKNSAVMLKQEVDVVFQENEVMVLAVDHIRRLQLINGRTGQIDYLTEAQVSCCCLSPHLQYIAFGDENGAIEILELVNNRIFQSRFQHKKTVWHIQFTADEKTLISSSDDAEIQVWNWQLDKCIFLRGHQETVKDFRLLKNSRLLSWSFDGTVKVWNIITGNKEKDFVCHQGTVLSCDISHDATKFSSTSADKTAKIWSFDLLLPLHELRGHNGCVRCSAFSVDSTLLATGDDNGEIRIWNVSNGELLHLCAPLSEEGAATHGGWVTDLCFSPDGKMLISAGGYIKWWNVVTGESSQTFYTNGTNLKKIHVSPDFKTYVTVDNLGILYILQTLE
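Medium: Hepes buffer, pH 7.5 / System: biochemical Apaf-1 apoptosome reconstitution / Measured by: Rh110 fluorescence, excitation 480 nm, emission 540 nm / Times: compound with Apaf-1, dATP, procaspase-3 30 min, then 50 min reaction, room temperature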
SENP8 block-2 = inhibitors of human SENP8 protease; purified SENP8, Z-RLRGG-aminoluciferin cleavage, luminescence; AID 2540; actives 1.2% (n = 330,000); Q96LD8; inhibition, % at 10 µM; in the data active = inhibition above about 50%
A3G deaminase = APOBEC3G (human) deaminase inhibition | inhibition, % at 20 µM | Q9HC16 | actives 0.28% (n = 330,000) | recombinant A3G, ssDNA deamination FAM/TAMRA fluorescence;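 active = inhibition of at least 40% at 20 µM, with no more than 30% in the related APOBEC3A deaminase screen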;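 also: plate controls were DMSO wells with A3G for no effect and wells lacking A3G enzyme for full effect; some compounds called inactive have numbers as strong as hits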
SENP1 inh = SENP1 (human) catalytic domain inhibition. recombinant SENP1 catalytic domain, CyPet-SUMO1-YPet FRET cleavage. inhibition, % at 10 µM. actives 0.21% (n = 360,000). AID 624204;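 active = inhibition at least 30% at 10 µM, raw YFP signal under a set limit, fluorescence ratio 0.5 to 1.5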;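 also: 0% = enzyme with DMSO and 100% = no enzyme wells; some results filed as inactive read as strong as hits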
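System: Recombinant human SENP1 catalytic domain, His6-tagged | Incubation: Enzyme reaction for 50 min at room temperature, dark | Medium: Tris pH 8 with BME, BSA, NP40 and catalase | Also added: 25 nM SUMO1 FRET substrate | Compound: 10 µM single point, 0.5% DMSO | Measured by: FRET fluorescence in CFP and YFP emission channels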
SENP7 block = blocks the human protease SENP7 | Q9BQF6 | recombinant SENP7, Z-RLRGG-aminoluciferin luminescence, 40 min | inhibition, % at 5 µM | actives 1.5% (n = 330,000);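 active = inhibition above about 50% at the single test dose, limit read from the data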;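 also: plate controls were DMSO with enzyme for no effect and no enzyme buffer wells for full effect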
SENP6 inh = SENP6 protease inhibition | Q9GZR1 | Recombinant SENP6 catalytic domain, aminoluciferin luminescence | actives 1.8% (n = 330,000) | AID 2599 | inhibition, % at 10 µM;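 active = inhibition above about 50% at the single tested dose, limit read from the data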;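 also: plate controls were DMSO wells with enzyme for no effect and DMSO wells lacking enzyme for full effect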
UBC13 inh = blocks human UBC13 polyubiquitin chain formation; actives 0.47% (n = 330,000); TR-FRET; inhibition, % at 20 µM; AID 485273; P61088; in the data active = inhibition above about 45%, passing the limit was not always enough
Numbers without * were called inactive. Compounds as they come. About 3.6% of those tested had a hit in this group.

1	COc1ccc(C)cc1NC(=O)CN1C(=O)COc2ccc(S(=O)(=O)N3CCOCC3)cc21
2	COc1ccc(C(=O)Nc2ccccc2-c2ccccc2)cc1Cl
3	S=C(NCc1ccccc1)NC1CCCCC1
4	COc1ccc(Cl)cc1S(=O)(=O)Nc1ccncc1
5	Cc1ccc(-n2nc3c(c2NC(=O)c2ccco2)CS(=O)(=O)C3)cc1
6	CCOC(=O)c1c(C)[nH]c(-c2csc(C)n2)c1C
7	Cc1noc(C)c1CN(C(=S)NC1CC2CCC1C2)c1ccccc1 (configuration not stated)
8	CN1C(=O)/C(=C/c2ccc(OCc3cccc(F)c3)cc2)NC1=S

| screen / no. | 1 | 2 | 3 | 4 | 5 | 6 | 7 | 8 |
| --- | --- | --- | --- | --- | --- | --- | --- | --- |
| SENP8 block-1 | 5.5 | 7.4 | 7.7 | 12.5 | 0.9 | -20.4 | 12.7 | -3.7 |
| Apaf1 inhib | -0.4 | 16.0 | -7.1 | -6.6 | 13.7 | 3.5 | 3.3 | -16.6 |
| SENP8 block-2 | 4.7 | -4.4 | 0.8 | 4.9 | 7.0 | -7.6 | 6.5 | -3.2 |
| A3G deaminase | -1.5 | -4.6 | -11.2 | -5.8 | 29.2 | -0.7 | -8.2 | -9.0 |
| SENP1 inh | -2.7 | -0.6 | 3.2 | 1.3 | -1.5 | -3.8 | 3.9 | -41.9 |
| SENP7 block | 7.3 | -12.2 | 12.1 | -2.9 | 7.7 | -4.0 | 1.1 | -6.0 |
| SENP6 inh | -0.1 | -16.0 | -15.2 | 8.1 | 8.8 | -21.8 | 9.6 | -3.3 |
| UBC13 inh | -6.5 | -2.0 | 6.9 | 0.1 | -12.2 | 5.7 | 6.3 | -7.4 |

Pulled one by one from the list above:
7	Cc1noc(C)c1CN(C(=S)NC1CC2CCC1C2)c1ccccc1 (configuration not stated)
8	CN1C(=O)/C(=C/c2ccc(OCc3cccc(F)c3)cc2)NC1=S

| screen / no. | 7 | 8 |
| --- | --- | --- |
| SENP8 block-1 | 12.7 | -3.7 |
| Apaf1 inhib | 3.3 | -16.6 |
| SENP8 block-2 | 6.5 | -3.2 |
| A3G deaminase | -8.2 | -9.0 |
| SENP1 inh | 3.9 | -41.9 |
| SENP7 block | 1.1 | -6.0 |
| SENP6 inh | 9.6 | -3.3 |
| UBC13 inh | 6.3 | -7.4 |

The list continues:
9	Cc1ccc2cccc(SCC(=O)NCc3ccco3)c2n1
10	O=C(Nc1cc([N+](=O)[O-])ccc1Cl)C1CC1
11	COc1cccc(NC(=O)c2cc(-c3ccncc3)nc3c(C)cc(C)cc23)c1
12	Cc1ccc(CNC(=O)C(NS(=O)(=O)c2cccs2)C(C)C)cc1 (configuration not stated)
13	CCOC(=O)c1ccc(NC(=O)CN(Cc2ccc(Cl)cc2)S(C)(=O)=O)cc1
14	COc1ccccc1CCNC(=O)CSc1nnc2ccc(-c3cccnc3)nn12
15	CNC(=S)N1N=C(c2ccc(C)cc2)CC1c1ccc(N(C)C)cc1 (configuration not stated)
16	Cn1c(=O)c2c(ncn2CC(=O)N/N=C/C(Br)=C/c2ccccc2)n(C)c1=O

| screen / no. | 9 | 10 | 11 | 12 | 13 | 14 | 15 | 16 |
| --- | --- | --- | --- | --- | --- | --- | --- | --- |
| SENP8 block-1 | -280.3 | 10.1 | -12.5 | 15.3 | 20.2 | 10.7 | 12.4 | 10.6 |
| Apaf1 inhib | -6.2 | 8.6 | 27.9 | -0.9 | -6.3 | -1.9 | 21.7 | 9.5 |
| SENP8 block-2 | -8.0 | -3.5 | -7.0 | 4.0 | 3.2 | -4.0 | 4.4 | -3.7 |
| A3G deaminase | -3.7 | -6.1 | -2.1 | -3.5 | -6.1 | -0.6 | -8.8 | 0.4 |
| SENP1 inh | -1.1 | 1.9 | -2.5 | -1.7 | 2.5 | 5.2 | -22.7 | 2.3 |
| SENP7 block | -4.3 | 4.8 | -11.4 | 0.6 | -1.8 | 9.0 | -3.1 | -4.6 |
| SENP6 inh | -3.7 | 4.7 | 0.2 | 8.6 | -1.6 | 17.0 | 11.6 | 14.0 |
| UBC13 inh | 1.5 | 3.5 | -14.9 | -1.0 | 1.1 | -12.6 | 18.5 | -3.3 |

17	Cn1c2ccccc2c(=O)c2c(=O)n(Cc3ccccc3)c(-c3ccc(F)cc3)nc21
18	CC(Sc1ccc2c(c1)OCCO2)C(=O)Nc1ncc(Cl)cc1Cl (configuration not stated)
19	c1ccc(Cn2c(-c3ccccc3)nc3nc4ccccc4nc32)cc1
20	CC(=O)Nc1ccc(OC(F)(F)C(F)F)c(NC(C)=O)c1
21	COc1ccc(/C(O)=C2/C(=O)C(=O)N(CCCN3CCOCC3)C2c2ccc(N(C)C)cc2)cc1 (configuration not stated)
22	Cc1ccc(CN2CC(C(=O)O)CC2=O)cc1 (configuration not stated)
23	COc1ccc(S(=O)(=O)Nc2ccccc2C(=O)NCc2ccco2)cc1
24	CC(=O)Nc1cccc(-c2nc3ccccc3[nH]2)c1

| screen / no. | 17 | 18 | 19 | 20 | 21 | 22 | 23 | 24 |
| --- | --- | --- | --- | --- | --- | --- | --- | --- |
| SENP8 block-1 | 7.7 | 7.5 | -268.2 | 6.4 | -79.9 | 40.5* | -255.9 | -29.4 |
| Apaf1 inhib | -17.3 | -2.6 | 11.3 | -9.2 | 0.0 | -3.4 | 2.0 | -1.8 |
| SENP8 block-2 | -1.9 | 2.0 | -4.8 | 1.5 | 1.2 | -0.1 | -3.0 | 1.0 |
| A3G deaminase | -8.5 | -5.4 | -2.2 | -3.6 | -6.9 | -2.9 | -4.4 | -3.6 |
| SENP1 inh | 1.4 | -0.1 | -19.3 | 1.8 | -29.7 | 3.8 | -1.1 | 2.3 |
| SENP7 block | 6.1 | 4.7 | 0.2 | 0.6 | 9.3 | 3.7 | 5.3 | 8.7 |
| SENP6 inh | -4.1 | -0.2 | 6.3 | -1.6 | 3.3 | -2.9 | 2.9 | 11.8 |
| UBC13 inh | 6.2 | 3.3 | 17.1 | 3.2 | 3.1 | 8.5 | 4.2 | 0.5 |

Continued, starting with the last two of the part before.
23	COc1ccc(S(=O)(=O)Nc2ccccc2C(=O)NCc2ccco2)cc1
24	CC(=O)Nc1cccc(-c2nc3ccccc3[nH]2)c1
25	O=Cc1ccc2ccc3cccnc3c2n1
26	COc1cc(/C=N/NC(=O)CCc2n[nH]c(=O)[nH]c2=O)cc(OC)c1OC
27	O=C(N/N=C/c1c(O)ccc2ccccc12)c1cccnc1
28	Cc1cc2cc(CN3C(=O)c4ccccc4C3=O)ccc2[nH]1
29	O=C1c2ccccc2NC(c2cnc3ccccc3n2)N1O (configuration not stated)
30	CCCC1(CCC)C(=O)NC(=NCCc2ccc(OC)c(OC)c2)NC1=O
31	COc1ccc(Cl)cc1NC(=O)c1cc(-c2ccccc2O)n[nH]1
32	COc1nc(C)nc(NC(=O)NS(=O)(=O)c2ccc(C)cc2)n1

| screen / no. | 23 | 24 | 25 | 26 | 27 | 28 | 29 | 30 | 31 | 32 |
| --- | --- | --- | --- | --- | --- | --- | --- | --- | --- | --- |
| SENP8 block-1 | -255.9 | -29.4 | -5.0 | 12.3 | -1.2 | 12.4 | -169.3 | 10.6 | 9.1 | 19.2 |
| Apaf1 inhib | 2.0 | -1.8 | 6.2 | 5.1 | 11.5 | -2.3 | -0.5 | -7.9 | -2.1 | 9.1 |
| SENP8 block-2 | -3.0 | 1.0 | 4.5 | 1.8 | -3.6 | -2.6 | 40.2 | -7.9 | 0.7 | -3.3 |
| A3G deaminase | -4.4 | -3.6 | 1.5 | -2.8 | -6.0 | 0.2 | -4.1 | -8.4 | -6.6 | -4.4 |
| SENP1 inh | -1.1 | 2.3 | -0.4 | 3.1 | -26.1 | 3.2 | 1.4 | 2.2 | 2.4 | 1.9 |
| SENP7 block | 5.3 | 8.7 | -1.8 | 7.0 | 0.9 | 4.0 | -1.3 | -6.4 | 6.1 | -2.1 |
| SENP6 inh | 2.9 | 11.8 | 17.4 | -22.3 | -5.5 | -8.9 | 71.7* | -15.8 | -8.8 | -2.9 |
| UBC13 inh | 4.2 | 0.5 | 18.5 | -4.2 | -11.8 | 8.6 | 5.7 | -1.6 | -0.2 | -19.5 |
